Screening results (PubChem BioAssay)
TLR9-MyD88 inh = inhibitors of human TLR9-MyD88 binding | CHO BLA complementation TLR9-MyD88, CCF4 FRET ratio | Q9NR96+Q99836 | inhibition, % at 4.98 µM | actives 0.21% (n = 340,000);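 active = inhibition above the mean over all tested compounds plus 3 SD, cut at about 21% in these data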;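 note: 0% = DMSO only wells and 100% = clavulanate BLA inhibitor control wells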
Glyco luc inh = blocks N-linked glycosylation in D54 reporter cells; actives 0.23% (n = 360,000); reporter increase, % at 12.5 µM; D54 ERlucT glycosylation luciferase reporter, 24 h; percent of 100 nM tunicamycin response;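 active = mean luciferase reporter signal, scaled so untreated is 0 and the glycosylation-blocking control 100, at or above a set limit in every replicate; inconclusive = mean reaches the limit but not every replicate does; inactive = mean below the limit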;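 note: luciferase carries N-glycosylation sites so blocking glycosylation raises the light; 0% = median of neutral control wells and 100% = median of 100 nM tunicamycin wells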
ABCB6 inh MLPCN = inhibitors of human ABC transporter ABCB6 | K562-ABCB6 porphyrin accumulation, flow cytometry, 1 h; active compounds read low | fluorescence ratio to DMSO, % at 10 µM | AID 602162 | actives 0.19% (n = 360,000);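 active = fluorescence ratio to DMSO below 75%, the collection mean minus 3 SD; inconclusive = too few cells collected in the well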;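 note: signal is porphyrin accumulated inside mitochondria; 100% equals median channel fluorescence of DMSO control wells; lower ratio means ABCB6 inhibition with less porphyrin fluorescence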
aDG glyco up = increases alpha dystroglycan glycosylation; actives 0.22% (n = 360,000); activation, % at 10 µM; Pro5-aDG cells, alpha-DG glycosylation AlphaScreen (IIH6); 0% Pro5, 100% B10-LARGE cell signal; AID 624168;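 active = activation of at least 8% versus controls, or a plate z-score of at least 8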;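 note: Pro5 are CHO cells carrying HIG-tagged alpha-DG that lacks glycosylation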
MC4R antagonist = blocks human MC4R cAMP signaling. P32245. MC4R-expressing cells, MTII-stimulated cAMP, LANCE TR-FRET. inhibition, % at 6.5 µM. actives 0.48% (n = 360,000). AID 540295;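 active = inhibition above its plate's cutoff, the mean of tested wells on that plate plus 3 SD, cut at about 29% in these data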;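 note: 0% = Melanotan II alone and 100% = Melanotan II plus saturating MCL0020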
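Assay system: U2OS-MC4R stable cell line; Also added: Melanotan II; Technique: Eu-cAMP/anti-cAMP TR-FRET, emission 671 nm; Times: 30-min compound, 1-h challenge, 1-h detection, room temperature.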
ABHD5 PLIN5 PPI = blocks binding of human ABHD5 to perilipin-5. inhibition, % at 4 µM. Split G. princeps luciferase complementation, luminescence, 4 h. actives 0.78% (n = 360,000). Q00G26+Q8WTS1. AID 602281;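 active = inhibition above the mean inhibition across every tested compound plus 3 SD, cut at about 22% in these data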;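 note: 0% = DMSO only wells and the 100% control is not disclosed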
Vif inh = blocks HIV Vif function. HEK293T cells, Vif self-association by quenched fluorescence, imaging, 24 h. inhibition, % at 7.49 µM. actives 0.35% (n = 340,000). AID 602346; in the data active = inhibition above about 50%, passing the limit was not always enough; inconclusive = no clear call, values can overlap the other calls; inactive = below about 31%; note: some results filed as inactive read as strong as hits
NOD2-RIPK2 inh = blocks binding of human NOD2 to RIPK2; O43353; AID 624267; CHO BLA complementation NOD2-RIPK2, CCF4 ratio; actives 0.38% (n = 360,000); inhibition, % at 4.98 µM; in the data active = inhibition above about 21%;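 note: 0% = vehicle only and 100% = reference blocker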
MC4R barr agon = agonists of human melanocortin 4 receptor (MC4R) beta-arrestin. P32245. U2OS MC4R beta-arrestin complementation, luminescence; percent of melanotan II response, DMSO zero. activation, % at 8.9 µM. actives 0.98% (n = 360,000). AID 540308;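 active = activation above a per-plate cutoff, the mean activation of sample wells on that plate plus 3 SD, cut at about 8% in these data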
Granule exo inh = blocks lytic granule exocytosis; TALL-104 LAMP-1 surface exposure, flow cytometry; cells stimulated with thapsigargin and PMA; actives 0.66% (n = 360,000); inhibition, % at 10 µM;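 active = inhibition above about 55%, limit read from the data; inconclusive = no clear call, values can overlap the other calls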
* marks the source's active call; other numbers are inactive results; u = inconclusive; x = no result given. These rows are one share of the data, so the mix of outcomes need not match the whole.

Molecule,TLR9-MyD88 inh,Glyco luc inh,ABCB6 inh MLPCN,aDG glyco up,MC4R antagonist,ABHD5 PLIN5 PPI,Vif inh,NOD2-RIPK2 inh,MC4R barr agon,Granule exo inh
Cc1ccccc1N1C(=O)NC(=O)/C(=C\c2ccc3c(c2)CCCN3Cc2ccccc2)C1=O,4.2,3.7,163.0,0.5,5.2,-2.3,0.4,9.9,-0.9,15.4
CCC1(CC)C(=O)NC(=O)N(CCc2ccccn2)C1=O,8.6,3.4,91.0,-0.1,-1.2,-3.7,13.1,-10.2,-0.6,1.1
O=c1[nH]c(=S)n(C2CC2)c(O)c1/C=N/N1CCOCC1,-4.2,1.1,100.0,0.1,-0.8,-16.3,2.6,-0.3,-0.5,0.7
CN1C(=O)C(=Cc2ccc(OCCN(C)c3ccccn3)cc2)C(=O)N(C)C1=O,8.6,1.5,101.0,-0.2,6.0,-0.6,5.8,-1.5,-1.6,-0.9
Nc1ccc2c(c1)Cc1ccccc1-2,4.2,0.9,99.0,-0.4,0.1,-1.0,8.6,-6.7,-0.2,-6.5
Fc1cccc(CN2CCN(c3ccc(Cl)cc3)CC2)c1,-7.8,-2.0,95.0,0.1,19.5,-8.3,0.6,0.3,-0.3,-1.8
COC(=O)C1=C(c2ccc(OCc3ccccc3)cc2)C[C@@H]2CC[C@H]1N2C(=O)NCc1ccccc1,-10.1,-3.6,96.0,1.6,5.1,-2.0,0.9,11.7,-2.4,5.2
CCCCNC(=O)NC(C(N)=O)P(=O)(OCC)OCC (configuration not stated),0.2,1.9,94.0,-0.1,13.4,6.0,0.2,-16.6,0.8,u
CCN(CC)c1ccc(CN(C)CCc2ccc(OC)c(OC)c2)cc1,-4.1,-0.9,96.0,0.1,-1.8,-8.1,-8.7,-3.9,-2.0,-0.7
O=C1C2CCCN2C(c2cccnc2)N1c1nccs1 (configuration not stated),11.4,2.6,95.0,-0.1,3.9,-8.4,10.4,-17.8,-0.4,-3.2
O=C1C=CC(=O)C2C1C1(Cl)C(Cl)=C(Cl)C2(Cl)C1(Cl)Cl (configuration not stated),-6.2,0.3,90.0,-0.3,11.2,-5.8,-7.5,6.1,-1.7,0.0
C=Cc1ccc(Cn2c(C(=O)O)c(C=O)c3ccccc32)cc1,-2.6,-1.6,107.0,-0.5,5.0,-4.3,-1.2,1.8,-0.7,7.0
Cc1cccc(-n2c(/C=C/c3ccc([N+](=O)[O-])o3)nc3ccccc3c2=O)c1,5.9,-18.3,227.0,-0.5,13.2,2.0,9.3,3.8,-1.6,12.4
O=c1[nH]c2ccccc2n1C1CCN(C(c2ccnc3ccccc23)c2nnnn2Cc2ccccc2)CC1 (configuration not stated),x,-1.7,98.0,-0.3,x,-4.6,x,1.9,x,-0.2
CC1(C)C2([N+](=O)[O-])CNCC1([N+](=O)[O-])CNC2,-9.6,-0.3,102.0,0.5,1.3,-1.3,7.1,1.8,-1.1,-5.0
COc1ccc(-n2c(O)c(/C=C3\C=Nc4ccc(Br)cc43)c(=O)[nH]c2=O)cc1,-7.4,4.5,97.0,0.0,9.9,36.2*,-6.8,-3.7,-1.2,-17.0
CCn1c(O)c(C=Nc2cc(Cl)ccc2Cl)c(=O)n(CC)c1=O,0.5,2.2,99.0,-0.3,7.2,12.7,-2.3,-1.5,0.0,-1.4
COc1cccc(CCNCc2c(F)cccc2F)c1,13.6,0.4,112.0,0.0,-4.0,0.4,-8.1,3.1,-1.2,-0.1
Clc1ccc(C[n+]2c(-c3ccccc3)cc(-c3ccccc3)cc2-c2ccccc2)cc1,-2.2,x,93.0,1.3,-4.3,20.4,-16.1,-20.6,16.0*,23.7
CC12CCC(=O)C=C1C=CC1C2CCC2(C)C(O)CCC12 (configuration not stated),-1.8,-2.4,98.0,-0.2,-10.0,8.7,5.6,-10.3,-1.2,-9.6
O=C(COc1ccc2ccccc2c1)N1CCN(Cc2ccncc2)CC1,0.4,-0.6,98.0,-0.1,5.2,2.1,2.3,-9.2,0.0,-3.6
COC(=O)C1=C(c2ccc(F)cc2F)C[C@@H]2CC[C@H]1N2C(=O)NC1CCCCC1,-0.1,-0.7,97.0,-0.3,-0.2,-3.6,5.6,3.1,-0.9,-3.6
CC(C)n1c(O)c(C=NCc2ccccc2)c(=O)[nH]c1=S,4.1,0.3,101.0,-0.1,0.6,-0.1,-4.8,-0.2,-0.9,-0.8
CCCCOc1ccc(CCN)cc1Cl,12.7,-1.9,104.0,0.0,5.3,17.6,-5.8,-9.9,8.3*,-2.7
CC(=NCCN1CCCCC1)c1c(O)n(-c2ccc(Cl)cc2)c(=O)[nH]c1=O,-9.0,-1.1,102.0,0.0,13.7,5.4,-1.7,-2.5,-1.5,-3.7
CCOP(=S)(OCC)C(O)CCCCCn1c(=O)c(F)cn(C2CCCO2)c1=O (configuration not stated),-4.1,3.9,94.0,-0.2,-3.0,-2.5,0.9,-1.9,-0.8,1.5
CCCC(=O)NC(Oc1ccc(Cl)cc1Cl)C(Cl)(Cl)Cl (configuration not stated),0.8,0.2,97.0,0.0,-4.9,3.7,5.4,-8.7,-0.6,-3.2
Cc1cccc(NC(N)=S)c1,0.4,1.9,99.0,0.3,4.0,-0.4,-1.1,-0.1,-1.8,1.4
COc1cc2c(c(OC)c1OC)-c1ccc(SC)c(=O)cc1C(NC(C)=O)CC2 (configuration not stated),-7.0,5.3,105.0,-0.2,-24.3,-4.8,-0.6,5.3,-0.6,-4.6
Nc1ccc2nonc2c1[N+](=O)[O-],-4.5,1.6,108.0,0.0,5.6,0.4,47.2,2.5,-2.1,-1.9
CCN(CC)CCCN=Cc1c(O)n(CCc2ccc(F)cc2)c(=O)[nH]c1=O,8.9,3.2,95.0,0.1,1.3,-2.0,3.6,-0.3,-0.4,-3.3
O=C(c1cccn2c(=O)c3ccccc3nc12)N1CCC2(CC1)OCCO2,5.6,2.0,104.0,-0.4,8.0,-0.2,-0.2,9.7,-3.1,1.8
OC1(c2ccc(F)cc2)CC2CCC(C1)N2Cc1nnnn1C1CCCCC1 (configuration not stated),9.3,-1.1,102.0,0.3,-1.7,7.8,13.4,-10.2,-1.2,-6.6
O=C1CC(N2CCC(n3c(=O)[nH]c4ccccc43)CC2)C(=O)N1c1ccc(F)cc1 (configuration not stated),0.0,-0.1,89.0,-0.4,-3.4,3.0,16.3,-12.3,-0.6,1.8
Cc1nn(-c2ccccc2)c(C)c1NC(=O)COC(=O)Cc1ccccc1,-5.0,0.0,101.0,0.1,0.5,3.1,x,-5.2,-2.5,-3.0
CN1CCN(/N=C/c2c[nH]c3ccccc23)CC1,-0.9,-0.2,93.0,0.0,10.3,5.2,13.8,10.3,-2.6,1.6
CCCCc1ccc2[nH]cc(CCN)c2c1,-8.1,2.8,101.0,2.6,1.8,6.3,2.8,-1.1,4.9,-1.3
CCCCC(CC)CNCC(O)c1ccccc1 (configuration not stated),2.1,-0.5,92.0,0.8,-0.8,5.2,1.9,-13.3,-0.2,1.2
Cn1c(O)c(/C=N/N2CCOCC2)c(=O)n(-c2ccccc2)c1=S,-4.2,1.7,95.0,0.0,9.2,-17.2,-3.2,1.2,3.0,-13.9
Cc1cc(Cl)ccc1C(=O)C1CCCN(C2CCSCC2)C1 (configuration not stated),-7.6,-6.7,103.0,-0.2,16.2,3.2,2.7,-8.0,2.0,-5.0
COC(=O)C1=C(c2ccc(OCc3ccccc3)cc2)C[C@@H]2CC[C@H]1N2C(=O)NCCc1ccc(F)cc1,7.6,-6.3,100.0,0.1,0.4,-0.2,1.7,-11.4,2.6,3.3
N#Cc1cc2c(nc1SCC(=O)Nc1cc(Cl)cc(Cl)c1)C1CCN2CC1,0.4,-0.7,96.0,3.3,6.4,9.6,3.6,-6.5,-3.0,-4.2
CCCCn1c(C)c(C(=O)OCC)c2c(CN3CCOCC3)c(O)ccc21,-10.1,-0.4,97.0,0.1,-0.2,1.5,-10.4,3.1,-1.6,0.2
O=c1[nH]c(CN2CC=C(c3ccccc3)CC2)nc2cc(C(F)(F)F)ccc12,-17.4,8.9,107.0,-0.1,12.6,-0.1,-8.0,-0.9,-0.4,1.9
CCC1(NS(=O)(=O)c2ccc(N)cc2)C(=O)N(C)C(=O)N(C)C1=O,0.4,5.7,100.0,0.0,1.1,-5.6,0.0,-0.6,-1.0,7.9
O=C(c1cccc([N+](=O)[O-])c1)C12CN3CN(CN(C3)C1)C2,-53.6,1.8,100.0,-0.2,0.9,-3.1,8.4,7.4,0.4,-3.6
c1ccc2cc(C3N4CCCN34)ccc2c1 (configuration not stated),-8.2,1.2,95.0,0.4,16.5,-0.2,5.9,-6.4,1.9,19.3
O=C(COC(=O)Cc1ccccc1)Nc1ccc(F)cc1,2.4,-2.5,94.0,-0.3,-1.2,-1.8,11.9,2.5,-3.9,-5.6
CCc1cccc(C)c1NC(=S)N1CC2CC(C1)c1cccc(=O)n1C2 (configuration not stated),5.8,5.5,103.0,0.0,9.0,4.2,-1.0,-4.1,3.7,14.6
